# Rab9 prom act = activates the Rab9 promoter; Huh7 Rab9 promoter-luciferase reporter, luminescence, 24 h; Potency, µM (doses to about 9.22 µM), for the others: at the top dose activation, negative = inhibition, most hits filed as activators; 320,000 tested, 2.8% active; AID 485297; also: potency is read from the fitted curve at half-maximal effect; % of control where 0% means no effect; nearly all actives have a fitted effect of over 60% in size
#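 Promoter activation is measured as luciferase luminescence in Huh7 cells stably transfected with a Rab9 promoter–luciferase construct, following 24 h compound exposure at 37 °C and 10 min reagent incubation at ambient temperature.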
# FLuc counter = inhibits or activates purified firefly luciferase, miR-21 counter-screen | Potency, µM (top dose mostly 57.5 µM), for inactives: top-dose activity change, negative = inhibition, hits mostly inhibitors | purified FLuc, Km substrates, luminescence inhibition | 360,000 tested, 6.9% active | AID 588342 | P08659;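 also: potency is read from the fitted curve at half-maximal effect; plate controls were vehicle for no effect and reference inhibitor for full effect; nearly all actives have a fitted effect of over 55% in size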
# Target sequence (P08659 whole entry, looked up): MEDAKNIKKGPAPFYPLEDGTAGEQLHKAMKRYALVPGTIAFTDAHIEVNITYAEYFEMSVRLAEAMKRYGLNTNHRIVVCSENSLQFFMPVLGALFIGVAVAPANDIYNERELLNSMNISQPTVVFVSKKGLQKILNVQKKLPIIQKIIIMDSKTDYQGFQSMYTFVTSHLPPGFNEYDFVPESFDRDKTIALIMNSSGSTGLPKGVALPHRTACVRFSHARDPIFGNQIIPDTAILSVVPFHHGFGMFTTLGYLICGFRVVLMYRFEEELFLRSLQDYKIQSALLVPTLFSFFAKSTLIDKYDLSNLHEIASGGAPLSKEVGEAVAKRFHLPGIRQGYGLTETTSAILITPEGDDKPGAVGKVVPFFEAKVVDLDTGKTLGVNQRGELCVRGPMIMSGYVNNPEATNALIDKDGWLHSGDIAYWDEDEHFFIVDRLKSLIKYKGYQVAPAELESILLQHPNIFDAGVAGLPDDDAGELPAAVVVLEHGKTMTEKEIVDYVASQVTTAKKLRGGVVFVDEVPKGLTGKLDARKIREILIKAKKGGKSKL
#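 Biochemical qHTS of compounds, final roughly 60 µM downward over six points, against 10 nM purified firefly luciferase using Km concentrations of substrates (10 uM D-luciferin, 10 uM ATP) in Tris acetate pH 7.5 buffer; luminescence output.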
# ELG1 genotoxic = inducers of genotoxicity in HEK293T ELG1-luciferase cells; HEK293T ELG1-luciferase reporter, luminescence, 16 h; Potency, µM (highest dose often 46 µM), for inactives: at the highest dose activity change, positive = activation, usual class: activators; 330,000 tested, 1.3% active; also: potency is read from the fitted curve at half-maximal effect; % of control where 0% means no effect; nearly all actives have a fitted effect of over 60% in size
#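 ELG1-luciferase HEK293T cells, 2,000/well; compound pinned in; 16 hr, 37 °C, 5% CO2; ONE-Glo, 30 min RT; luminescence on CCD imager.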
# p53 reactivation = re-activators of mutant p53. H1299 p53-A138V BP100-luciferase reporter, luminescence, 24 h. Potency, µM (titrated, usually from 92.2 µM), without a hit: top-dose activity change, positive = activation, actives largely listed as activators. 320,000 tested, 0.063% active; also: potency is read from the fitted curve at half-maximal effect; % of control where 0% means no effect; nearly all actives have a fitted effect of over 45% in size
#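 p53-null H1299 cells stably carrying temperature-sensitive p53-A138V and a BP100-luciferase reporter were pinned with compounds (4-point, 1:5 series) and held 24 hrs at 37 deg C. Luminescence was read 10 min after detection reagent.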
# Tb PFK inh = inhibitors of T. brucei phosphofructokinase; O15648; T. brucei PFK, ADP-Glo luminescence; Potency, µM (titrated, usually from 57.5 µM), for inactives: at the top dose activity, negative = inhibition, usual class: inhibitors; 330,000 tested, 0.17% active; AID 485367;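 also: potency is read from the fitted curve at half-maximal effect; 0% = uninhibited 1x PFK enzyme wells and -100% = no-enzyme wells; nearly all actives have a fitted effect of over 60% in size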
#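 Activity is normalized to no-enzyme wells (full inhibition) and 1.25 nM enzyme wells (no inhibition). Reaction: 0.5 mM F6P, 0.1 mM ATP, 45 min RT, ADP-Glo luminescence; concentration-response curves fitted and classed by quality.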
# BRCA1 expr act = increases BRCA1 expression; MCF7-BRCA1-FFLuc reporter, luminescence, 48 h; response scale: scaled: vehicle 0%, 10 µM genistein 100%; Potency, µM (titrated, usually from 46.1 µM), for the others: top-dose activation, usual class: activators; 380,000 tested, 1.1% active; also: potency is read from the fitted curve at half-maximal effect; nearly all actives have a fitted effect of over 80% in size; some results filed as inactive show a strong effect at the top dose
#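 Luminescence from a BRCA1-driven firefly luciferase in MCF7 cells was read after 48 h compound exposure at 37 C. Data normalized against DMSO and a 10microM genistein activation control, then curve-fitted across the titration.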
# VP16 counter = counter-screen for ROR gamma inhibitors: Gal4-VP16 reporter; 310,000 tested, 3.5% active; Potency, µM (doses to about 53.6 µM), inactives show at the top dose activity, negative = inhibition, most hits filed as inhibitors; Drosophila S2 Gal4-VP16 UAS-luciferase, luminescence, 20 h;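 also: Gal4-VP16 expression switched on by copper sulfate through the metallothionein promoter; potency is read from the fitted curve at half-maximal effect; % is scaled to controls: 0 for no effect and ±100 for the full control effect; nearly all actives have a fitted effect of over 50% in size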
# ELG1 repair inh = blocks ELG1-dependent DNA repair in HEK293T cells; Potency, µM (doses to about 46.1 µM), for the others: top-dose activity change, negative = inhibition, most hits filed as inhibitors; 330,000 tested, 2.3% active; HEK293T ELG1-luciferase reporter, luminescence, 16 h; DNA damage induced by 5-fluorouridine; AID 504467; also: potency is read from the fitted curve at half-maximal effect; % is scaled to controls: 0 for no effect and ±100 for the full control effect; nearly all actives have a fitted effect of over 55% in size
#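 Quantitative HTS, concentration-response format. 2,000 cells/well co-treated with 5-fluorouridine and compound, 16 hr in 5% CO2 at 37 °C; ONE-Glo luminescence read after 30 min.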
# NPC1 prom act = activates the NPC1 promoter | AID 485313 | Huh7 NPC1 promoter luciferase reporter, 24 h | 320,000 tested, 2.4% active | Potency, µM (top dose mostly 9.22 µM), for the others: at the highest dose activation, usual class: activators;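 also: potency is read from the fitted curve at half-maximal effect; % of control where 0% means no effect; nearly all actives have a fitted effect of over 60% in size; reporter is driven by a mutant NPC1 promoter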
#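 Luciferase expression driven by the NPC1 promoter was measured in stably transfected Huh7 cells after a 24 h compound incubation, using a luciferase reagent and a luminescence read.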
# RORgamma inh = blocks mouse ROR gamma transcriptional activity. 310,000 tested, 5.4% active. Potency, µM (highest dose often 53.6 µM), for inactives: at the highest dose activity change, negative = inhibition, actives largely listed as inhibitors. P51450. Drosophila S2 Gal4-RORgamma UAS-luciferase reporter, 20 h; also: potency is read from the fitted curve at half-maximal effect; % is scaled to controls: 0 for no effect and ±100 for the full control effect; nearly all actives have a fitted effect of over 60% in size
# Target sequence (P51450 whole entry, looked up, the tested form may be a part): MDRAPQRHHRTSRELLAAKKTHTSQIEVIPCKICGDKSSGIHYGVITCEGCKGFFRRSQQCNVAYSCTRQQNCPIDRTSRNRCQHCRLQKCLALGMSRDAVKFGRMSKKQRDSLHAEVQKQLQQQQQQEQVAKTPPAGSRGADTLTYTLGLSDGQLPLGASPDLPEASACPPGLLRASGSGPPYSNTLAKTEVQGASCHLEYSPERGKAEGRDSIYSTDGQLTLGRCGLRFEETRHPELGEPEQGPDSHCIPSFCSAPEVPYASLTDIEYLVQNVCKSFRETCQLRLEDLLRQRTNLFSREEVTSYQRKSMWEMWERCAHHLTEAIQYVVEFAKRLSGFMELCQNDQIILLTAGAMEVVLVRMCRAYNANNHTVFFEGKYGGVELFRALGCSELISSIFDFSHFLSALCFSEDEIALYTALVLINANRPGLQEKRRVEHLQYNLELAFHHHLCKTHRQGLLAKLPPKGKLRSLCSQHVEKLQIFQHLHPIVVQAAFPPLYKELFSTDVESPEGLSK
#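 Schneider cells (Drosophila), stable Gal4 DBD–ROR gamma + UAS-luc; 1 hr cmpd preincubation; Cu2+ induction 700 uM final; 20 hr ambient; luminescence.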
# TRPV1 agonist = agonists of human vanilloid receptor 1 (TRPV1). Q8NER1. TRPV1-expressing cells, Fluo-8 calcium influx, agonist mode. activation, % at 8.33 µM. 320,000 tested, 0.19% active. AID 540275; in the data active = activation above about 80%; inconclusive = between about 30% and that limit; also: 0% is about no effect
#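 TRPV1-expressing cells were cultured overnight at 35.5C and loaded with Fluo-8 calcium dye for 40 to 90 min at room temperature. After a 10 s baseline, compound was added and calcium influx was read kinetically for 3 min (ex 480/em 520 nm).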
# Numbers without * were called inactive; ? = inconclusive; . = no result given; & = joins results of further samples; [ ] = another dose, or the depositor's remark. Unless noted, calls follow the shape of the dose curve; as a rule, active = well fitted curve in the direction sought with a large enough effect; inconclusive = small, poorly fitted or top-dose-only effect, or another doubt; inactive = no such curve, though single readings can be large; an effect the other way counts as inactive or inconclusive.
1. O=C1NC(=O)N(Cc2ccccc2)C(=O)/C1=C/c1cnc(-c2ccccc2)nc1
2. CCC(=Nc1ccc(OC)cc1OC)c1c(O)n(C2CCCCC2)c(=O)[nH]c1=O
3. C/C(=N\NC(=O)c1ccccc1Cl)c1c(O)n(C2CCCCC2)c(=O)[nH]c1=O
4. COC(=O)Cn1cc(/C=C2\C(=O)NC(=O)N(c3ccccc3)C2=O)c2ccccc21
5. COc1ccc(CNC(=O)/C=C/c2ccc3[nH]cc(CCN(C)C)c3c2)cc1
6. O=P(NCc1ccccc1)(Oc1ccccc1)Oc1ccccc1
7. Brc1ccc(CN2CCNCC2)s1
8. C/C(=N\N1CCCCC1c1cccnc1)c1c(O)n(C2CCCCC2)c(=S)[nH]c1=O (stereo not given)
Screen / compound no. | 1 | 2 | 3 | 4 | 5 | 6 | 7 | 8
Rab9 prom act | -3.1% | 1.4% | -0.6% | 0.7% | 1.9%[46.1 µM] | -3.0% | 2.7% | 0.3%
FLuc counter | ? | -4.5% | -2.2% | 1.2% | -1.0% | 2.4% | -1.1% | 1.9%
ELG1 genotoxic | 24.1% | 2.3% | 0.0% | 4.6% | -1.9% | -5.6% | 1.9% | -1.4%
p53 reactivation | 4.0% | -3.7% | 4.2% | . | -3.5% | -9.2% | -0.1% | -9.5%
Tb PFK inh | -8.0% | 2.5% | -1.1% | 1.3% | -6.4% | 0.0% | -2.9% | 0.4%
BRCA1 expr act | . | -79.7% | 8.5% | 2.2% | -14.2%&-24.4% | -23.6% | 3.1% | -63.9%
VP16 counter | -1.3% | 6.31µM* | 11.2µM* | -13.6% | -7.0% | -19.0% | 3.3% | 3.98µM*
ELG1 repair inh | 25.4% | 18.4µM* | 5.7% | 15.5% | 10.2% | ? | ? | 4.7%
NPC1 prom act | -0.5% | 4.0% | 1.0% | 3.0% | 6.2%[46.1 µM] | 0.3% | 3.0% | -4.4%
RORgamma inh | 0.9% | ? | 7.08µM* | ? | -26.6% | 23.8% | 9.3% | 3.16µM*
TRPV1 agonist | -0.1 | -5.9 | 4.2 | -0.8 | -1.8 | -0.7 | -1.1 | 23.5

# Reprinted at random: 2 entries already listed.
7. Brc1ccc(CN2CCNCC2)s1
8. C/C(=N\N1CCCCC1c1cccnc1)c1c(O)n(C2CCCCC2)c(=S)[nH]c1=O (stereo not given)
Screen / compound no. | 7 | 8
Rab9 prom act | 2.7% | 0.3%
FLuc counter | -1.1% | 1.9%
ELG1 genotoxic | 1.9% | -1.4%
p53 reactivation | -0.1% | -9.5%
Tb PFK inh | -2.9% | 0.4%
BRCA1 expr act | 3.1% | -63.9%
VP16 counter | 3.3% | 3.98µM*
ELG1 repair inh | ? | 4.7%
NPC1 prom act | 3.0% | -4.4%
RORgamma inh | 9.3% | 3.16µM*
TRPV1 agonist | -1.1 | 23.5

# (further entries)
9. COc1cc(C)cc(CN2CC=C(c3ccccc3)CC2)c1O
10. Clc1ccc(CN2CCNCC2)cc1
11. O=C(c1cccc(C(F)(F)F)c1)C1CCCN(Cc2ccccc2O)C1 (stereo not given)
12. O=C(CN1CC=C(c2ccccc2)CC1)NC(=O)NCc1ccco1
13. CCn1c(=O)cc(OCC(=O)N2CCN(Cc3ccc4c(c3)OCO4)CC2)c2ccccc21
14. NC1CCCCC1N=Cc1c(O)n(Cc2ccc(F)cc2)c(=O)[nH]c1=O (stereo not given)
15. O=c1cccc2n1CC1CC2CN(S(=O)(=O)c2ccccc2)C1 (stereo not given)
16. CC12CC[C@H]3[C@@H](CCC4(O)C[C@H](O)CCC34/C=N/NC(=O)c3ccc(O)cc3)C1(O)CCC2C1=CC(=O)OC1 (stereo not given in full)
Screen / compound no. | 9 | 10 | 11 | 12 | 13 | 14 | 15 | 16
Rab9 prom act | -3.0% | -1.8% | -11.7% | -2.7% | -2.7% | 12.2% | 2.3% | -4.1%
FLuc counter | 5.5% | -1.2% | 4.9% | 0.9% | -0.3% | -2.0% | -0.6% | 19µM*
ELG1 genotoxic | -3.5% | 1.0% | -4.5% | -4.0% | 17.6% | -0.5% | 0.6% | -2.3%
p53 reactivation | 2.3% | . | -4.5% | -0.4% | 1.5% | 12.1% | -8.2% | -1.5%
Tb PFK inh | -2.4% | 1.5% | 0.4% | -9.4% | -7.4% | 1.1% | 1.0% | -0.2%
BRCA1 expr act | -22.9% | 5.8% | 0.0% | -15.1% | 4.4%[1.84 µM] | -24.6% | -5.5% | 1.4%
VP16 counter | ? | -10.2% | 1.2% | 0.7% | -10.4% | -0.8% | -9.0% | 10µM*
ELG1 repair inh | -5.4% | -0.5% | -14.5% | -10.0% | ? | ? | 0.0% | 4.1%
NPC1 prom act | -2.6% | 3.5% | -9.0% | -4.4% | 4.4% | 3.4% | -0.9% | -1.7%
RORgamma inh | 11.2µM* | -24.1% | 29.2% | -13.4% | 30.7% | -10.3% | 1.0% | 8.91µM*
TRPV1 agonist | 5.1 | -1.6 | 11.8 | -0.8 | . | 2.0 | -0.8 | 8.1

# (more compounds)
# Under each structure: Rab9 prom act	FLuc counter	ELG1 genotoxic	p53 reactivation	Tb PFK inh	BRCA1 expr act	VP16 counter	ELG1 repair inh	NPC1 prom act	RORgamma inh	TRPV1 agonist
(17) NS(=O)(=O)c1ccc(NC(=O)Nc2ccccc2)cc1
    -2.9%	?	-0.1%	6.6%	-7.9%	0.7%	-3.2%	?	11.7%	3.0%	0.5
(18) CCc1cc2c(=O)n(C(C)C(=O)OC3CCCCC3)cnc2s1 (stereo not given)
    ?	15.1µM*	9.2µM*	?	20.8%	96.8%	6.8%	?	?	33.2%	1.1
(19) COC(=O)C(c1ccccc1)N1CCCCCC1 (stereo not given)
    .	1.2%	.	.	.	7.4%	-7.8%	.	.	25.4%	3.1
(20) COc1ccc(C(=O)NC(=S)N2C[C@H]3C[C@H](C2)c2cccc(=O)n2C3)cc1OC
    -3.3%	-0.2%	1.2%	.	2.6%	6.7%	-8.7%	16.5%	3.3%	-33.6%	-0.2
(21) O=C(CCn1c(=O)oc2ccccc21)N1CCN(c2ccccc2Cl)CC1
    -13.8%	-18.3%	0.5%	2.4%	1.6%	-47.6%	29.0%	?	-26.5%	-8.0%	5.6
(22) COC(=O)C1=C(c2cccc(OCc3ccccc3)c2)C[C@@H]2CC[C@H]1N2C(=O)NCc1ccc([N+](=O)[O-])cc1
    -1.0%	-2.3%	-1.2%	0.9%	6.5%	-15.0%	.	-28.2%	-4.5%	.	5.4
(23) CCCCn1c(O)c(/C=N/N2CCCCC2c2cccnc2)c(=O)[nH]c1=S (stereo not given)
    -0.3%	0.8%	-3.4%	-9.1%	0.0%	14.8%	-3.6%	?	-1.3%	9.8%	1.3
(24) CC12CCCCC1=[N+]([O-])CN2O (stereo not given)
    -1.3%	1.5%	-4.5%	-18.2%	7.2%	-31.7%	.	2.8%	-3.9%	2.9%[0.365 µM]	-0.6
(25) CC(O)(CS(=O)(=O)c1ccccc1)C(=O)Nc1cccc(C(F)(F)F)c1 (stereo not given)
    -3.0%	1.0%	-0.9%	-2.0%	-0.4%	-35.0%	1.9%	6.9%	0.8%	27.9%	.
(26) N#Cc1ccccc1Cn1cc(C(=O)c2ccco2)c2ccccc21
    -2.7%	-2.3%	4.5%	6.8%	-0.2%	0.1%	2.2%[0.365 µM]	-19.6%	-0.2%	36.6%	6.1
(27) CCC(CC)C1C(C#N)=C(N)Oc2c1c(=O)oc1ccccc21 (stereo not given)
    -4.4%	-1.5%	0.3%	12.7%	-2.2%	-49.7%	-12.3%	-26.2%	-1.4%	23.8%	20.0
(28) CCOC(=O)C1(CCc2ccccc2)CCN(CC(O)CO)CC1 (stereo not given)
    -5.5%	-1.2%	0.0%	.	1.6%	3.6%	-12.4%	2.6%	-2.8%	-9.6%	4.8
(29) O=C1NC(=O)N(Cc2ccco2)C(=O)/C1=C/c1cccn1CCOc1ccccc1Cl
    -2.4%	0.1%	10.6%	-12.6%	?	2.1%	?	?	0.9%	12.4%	0.9
(30) Nc1c(C(=O)OC2CCCCC2)c2nc3ccccc3nc2n1CC1CCCO1 (stereo not given)
    2.9%	?	-4.8%	?	0.9%	0.6%	-25.7%	?	1.4%	11.2µM*	22.1
(31) Cc1ccc(S(=O)(=O)N2CCCC(C(=O)N3CCC4(CC3)OCCO4)C2)cc1 (stereo not given)
    -0.9%	-2.1%	3.5%	7.7%	4.3%	-24.2%	-9.0%	?	-0.9%	19.4%	4.0
(32) CNC(=O)N(C)c1nnc(C(C)(C)C)s1
    -3.1%	1.6%	-5.4%	4.0%	-4.0%	4.2%	-2.1%&-12.6%	2.5%	-1.1%	14.3%&13.5%	3.5

# Screens as filed in PubChem.

# The list is partial; rates above refer to the full screens.
